High-throughput results as filed in PubChem BioAssay.
MCL1 BIM primary: inhibitors of human MCL1 binding to BIM-BH3 peptide; Q07820; GST-MCL1 / FITC-Bim-BH3 fluorescence polarization; inhibition, % at 10.9 µM; 320,000 tested, 0.68% active;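 active = inhibition above the mean inhibition of all tested compounds plus 3 SD, set per campaign, cut at about 40% in these data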;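 also: 0% = DMSO wells and 100% = unlabeled Bim-BH3 peptide control; higher means more loss of mP so more displacement of Bim peptide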
GRK2 aptamer HTS: inhibitors of human GRK2 displacing RNA aptamer. 330,000 tested, 0.59% active. P25098. inhibition of aptamer binding, % at 10 µM. AID 488847. bead flow cytometry, FAM-aptamer displacement from GRK2;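 active = inhibition of aptamer binding above 40%, roughly 3 SD of noise, on plates passing a quality check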;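 also: median bead fluorescence of bound FAM aptamer so fluorescent compounds give negative values; no value below 0 was filed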
Target sequence (P25098 whole entry, looked up): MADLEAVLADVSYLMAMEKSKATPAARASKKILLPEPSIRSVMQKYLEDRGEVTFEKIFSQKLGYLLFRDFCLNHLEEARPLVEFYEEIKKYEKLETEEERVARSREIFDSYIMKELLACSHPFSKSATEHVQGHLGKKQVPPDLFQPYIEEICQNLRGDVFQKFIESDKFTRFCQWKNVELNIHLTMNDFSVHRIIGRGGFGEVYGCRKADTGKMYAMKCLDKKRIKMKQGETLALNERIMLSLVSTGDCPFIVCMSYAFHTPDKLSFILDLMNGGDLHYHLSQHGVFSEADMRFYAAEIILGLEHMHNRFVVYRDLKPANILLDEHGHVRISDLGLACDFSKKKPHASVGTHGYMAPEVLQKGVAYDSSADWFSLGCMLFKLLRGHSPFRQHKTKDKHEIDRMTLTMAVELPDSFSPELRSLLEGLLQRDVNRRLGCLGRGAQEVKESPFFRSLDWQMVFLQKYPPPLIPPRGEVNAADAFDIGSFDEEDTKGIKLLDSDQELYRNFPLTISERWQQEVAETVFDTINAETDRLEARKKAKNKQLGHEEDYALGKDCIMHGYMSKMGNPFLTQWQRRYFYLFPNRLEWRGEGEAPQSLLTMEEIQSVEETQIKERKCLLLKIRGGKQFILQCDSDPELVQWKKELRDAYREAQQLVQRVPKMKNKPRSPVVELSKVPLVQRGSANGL
Fam108B counter: blocks mouse Fam108B hydrolase in RBBP9 counter-screen. recombinant Fam108B, FP-Rh probe fluorescence polarization. inhibition, % at 9.51 µM. 300,000 tested, 0.33% active;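 active = inhibition above the screen mean inhibition plus 3 SD, computed separately per campaign, cut at about 18% in these data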;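 also: inhibitors lower polarization as less probe binds the enzyme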
GLD-1 TGE inh: GLD-1-TGE RNA interaction inhibition (C. elegans) | AID 2280 | Q17339 | 320,000 tested, 0.44% active | inhibition, % at 5.96 µM | purified GLD-1 + fluorescein TGE RNA, fluorescence polarization;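 active = percent inhibition above a per-plate cutoff, the plate mean of test compounds plus 3 SD, cut at about 30% in these data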;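 also: 0% = DMSO wells with GLD-1 and probe and 100% = wells lacking GLD-1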
BCLXL inh: Bcl-xL (human) inhibition. GST-Bcl-xL / FITC-Bim BH3 peptide fluorescence polarization. 320,000 tested, 0.7% active. inhibition, % at 10.9 µM. Q07817. AID 2129;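 active = inhibition above the mean of all tested compounds plus 3 SD, cutoff set per campaign, cut at about 30% in these data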;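 also: 0% = DMSO wells and 100% = unlabeled Bim-BH3 peptide competitor; inhibitors lower millipolarization by displacing the labeled peptide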
MEX-5 binding: C. elegans MEX-5 TCR-2 RNA binding activity; 300,000 tested, 0.38% active; AID 1832; MEX-5/FITC-TCR2 RNA binding, fluorescence polarization; stronger effect = lower value; Q9XUB2; activity score (negative = inhibition of binding), % at 10 µM;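 active = inhibition past about -25% in most replicates, and total fluorescence under double the plate's negative control median, limit read from the data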;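 also: 0% = DMSO and -100% = 5 µM competing unlabeled TCR2 RNA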
PME-1 inh: blocks human protein phosphatase methylesterase 1 | Q9Y570 | recombinant PME-1, FP-Rh probe fluorescence polarization | inhibition, % at 5.9 µM | 320,000 tested, 0.53% active | AID 2130;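 active = inhibition above the campaign mean of all compounds plus 3 SD, cut at about 26% in these data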;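 also: competitive labeling of PME-1 active site by serine hydrolase directed probe; 0% = PME-1 with DMSO and 100% = wells lacking PME-1 enzyme; inhibitors block probe labeling so polarization falls and inhibition rises; many of its hits are not listed in these tables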
Target sequence (Q9Y570 whole entry, looked up): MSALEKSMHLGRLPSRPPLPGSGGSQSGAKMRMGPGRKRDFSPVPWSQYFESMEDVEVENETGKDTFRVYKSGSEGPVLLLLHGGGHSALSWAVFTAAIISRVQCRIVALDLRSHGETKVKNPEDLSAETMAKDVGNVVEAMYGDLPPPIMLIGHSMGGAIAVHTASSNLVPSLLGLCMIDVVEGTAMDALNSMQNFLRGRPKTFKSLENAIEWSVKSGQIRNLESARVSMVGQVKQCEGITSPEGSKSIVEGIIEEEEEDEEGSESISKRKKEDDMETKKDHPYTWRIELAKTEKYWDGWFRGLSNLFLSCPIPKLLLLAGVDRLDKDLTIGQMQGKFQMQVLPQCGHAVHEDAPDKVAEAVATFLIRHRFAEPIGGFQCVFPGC
Efflux pump inh: inhibitors of Candida antifungal efflux pumps expressed in yeast; S. cerevisiae Candida pump triplex, Nile Red efflux; AID 485275; 330,000 tested, 0.44% active; inhibition, % at 10 µM;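 active = plate passing quality check with inhibition over a set limit, or well fluorescence over plate mean plus 4 SD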;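 also: Nile Red retained in pooled yeast measured as flow cytometry median fluorescence; 0% = buffer negative control and 100% = Enniatin B positive control; higher means more Nile Red kept so more efflux inhibition; some compounds called inactive have numbers as strong as hits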
VLA-4 inh: inhibition in a human VLA-4 binding assay; P13612; VLA-4 expressing cells, ligand binding flow cytometry; inhibition, % (about 7 µM as worked out from the volumes in the protocol); 330,000 tested, 0.2% active; AID 2557; in the data active = inhibition above about 50%
An asterisk follows results filed as active.

`COc1cccc(N2CCN(C(=O)c3c(C)nn(-c4ccccc4)c3C)CC2)c1` gave MCL1 BIM primary -1, GRK2 aptamer HTS 1, Fam108B counter -4, GLD-1 TGE inh 2, BCLXL inh -3, MEX-5 binding -1.2, PME-1 inh -8, Efflux pump inh -0.1 and VLA-4 inh 10.
Screening CSc1ccc(/C=N/NC(=O)c2ccc(O)cc2)cc1 returned MCL1 BIM primary 1, GRK2 aptamer HTS 0, Fam108B counter 0, GLD-1 TGE inh -1, BCLXL inh 0, MEX-5 binding 2.3, PME-1 inh -4, Efflux pump inh 0.1 and VLA-4 inh 28.
For COc1ccc(S(=O)(=O)NCC2CCCN(C(=O)CC3CCCC3)C2)cc1 (stereo not given) the results were MCL1 BIM primary -1, GRK2 aptamer HTS 0, Fam108B counter -2, GLD-1 TGE inh 1, BCLXL inh 2, MEX-5 binding 1.0, PME-1 inh 7, Efflux pump inh -0.1 and VLA-4 inh -1.
For CCc1ccc2c(c1)c(N=NC1=NC(=O)CS1)c(O)n2CC the results were MCL1 BIM primary 6, GRK2 aptamer HTS 0, Fam108B counter 6, GLD-1 TGE inh -1, BCLXL inh 8, MEX-5 binding -0.8, PME-1 inh 5, Efflux pump inh 0.1 and VLA-4 inh 8.
`Cn1c(Cl)nc2ccccc21` gave MCL1 BIM primary 9, GRK2 aptamer HTS 3, Fam108B counter -5, GLD-1 TGE inh 0, BCLXL inh 1, MEX-5 binding 0.0, PME-1 inh -1, Efflux pump inh 0.0 and VLA-4 inh 23.
Screening CC1CCCCN1CC(=O)Nc1ccc(N2CCCCCC2)cc1 (stereo not given) returned MCL1 BIM primary 4, GRK2 aptamer HTS 0, Fam108B counter -2, GLD-1 TGE inh -4, BCLXL inh 15, MEX-5 binding 1.1, PME-1 inh -4, Efflux pump inh 0.0 and VLA-4 inh -2.
Screening O=C1COCCOCCOCCOCC(=O)NCCN1 returned MCL1 BIM primary 5, GRK2 aptamer HTS 0, Fam108B counter 6, GLD-1 TGE inh 4, BCLXL inh 6, MEX-5 binding -0.8, PME-1 inh -1, Efflux pump inh -0.3 and VLA-4 inh -4.
Screening Cc1ccc(Sc2ccc(S(=O)(=O)Nc3ccc(C(=O)O)cc3)cc2)cc1C returned GRK2 aptamer HTS 0, GLD-1 TGE inh -1, Efflux pump inh -0.6 and VLA-4 inh -8.
`Cc1[nH]c2ccccc2c1C(C[N+](=O)[O-])c1ccco1` (stereo not given) gave MCL1 BIM primary 4, GRK2 aptamer HTS 1, Fam108B counter 5, GLD-1 TGE inh 12, BCLXL inh 1, MEX-5 binding -2.5, PME-1 inh -5, Efflux pump inh -0.2 and VLA-4 inh -2.
Screening COc1ccc(/C=C2/SC(=S)N(CCCC(=O)Nc3ccccc3C(=O)O)C2=O)cc1 returned MCL1 BIM primary 7, GRK2 aptamer HTS 1, Fam108B counter 2, GLD-1 TGE inh 8, BCLXL inh 9, MEX-5 binding 0.8, PME-1 inh -3, Efflux pump inh -0.1 and VLA-4 inh 5.
Screening CCn1c(=O)c(C(=O)NNC(=O)c2ccccc2Br)c(O)c2ccccc21 returned MCL1 BIM primary 11, GRK2 aptamer HTS 1, Fam108B counter 4, GLD-1 TGE inh 10, BCLXL inh 6, MEX-5 binding 0.2, PME-1 inh -11, Efflux pump inh 0.1 and VLA-4 inh -15.
CCCOc1ccc(C2C(C(=O)c3ccco3)=C(O)C(=O)N2CCN2CCOCC2)cc1OC (stereo not given) was read as MCL1 BIM primary -3, GRK2 aptamer HTS 1, Fam108B counter 9, GLD-1 TGE inh -2, BCLXL inh 0, MEX-5 binding 1.6, PME-1 inh -2, Efflux pump inh -0.2 and VLA-4 inh -22.
`CSCCC(NC(=O)c1ccc(Cl)cc1)C(=O)OCC(=O)c1ccc[nH]1` (stereo not given) gave MCL1 BIM primary 4, GRK2 aptamer HTS 0, Fam108B counter 0, GLD-1 TGE inh 1, BCLXL inh 2, MEX-5 binding 3.9, PME-1 inh 0, Efflux pump inh 0.1 and VLA-4 inh -3.
Cc1ccc2oc(C(=O)N3CCN(CC(=O)NC(C)C)CC3)c(C)c2c1 was read as MCL1 BIM primary 6, GRK2 aptamer HTS 3, Fam108B counter -6, GLD-1 TGE inh -2, BCLXL inh 5, MEX-5 binding -2.6, PME-1 inh 0, Efflux pump inh 0.0 and VLA-4 inh -20.
For CCC(=O)Nc1nnc(S(=O)(=O)N(CC)c2cc(C)cc(C)c2)s1 the results were GRK2 aptamer HTS 0, MEX-5 binding 0.3, Efflux pump inh 0.1 and VLA-4 inh -2.
`O=C(COC(=O)c1c(Cl)ccc(Cl)c1Cl)NC(=O)NCc1ccccc1` gave MCL1 BIM primary -6, GRK2 aptamer HTS 0, Fam108B counter 0, GLD-1 TGE inh 6, BCLXL inh 0, MEX-5 binding -0.3, PME-1 inh 0, Efflux pump inh -0.1 and VLA-4 inh 32.
O=C(NC1CCN(S(=O)(=O)c2cccc(Cl)c2)CC1)C1CCCCC1 was read as MCL1 BIM primary 8, GRK2 aptamer HTS 3, Fam108B counter 1, GLD-1 TGE inh 8, BCLXL inh 6, MEX-5 binding -0.9, PME-1 inh 4, Efflux pump inh -0.1 and VLA-4 inh 1.
Screening O=C1CCN(Cc2cccnc2)CCN1[C@H](CO)c1ccccc1 returned MCL1 BIM primary -2, GRK2 aptamer HTS 1, Fam108B counter 1, GLD-1 TGE inh -3, BCLXL inh 0, MEX-5 binding 3.1, PME-1 inh -2, Efflux pump inh 0.2 and VLA-4 inh -6.
Screening COc1ccccc1N1CCN(C(=O)c2ccc(N3CCCCS3(=O)=O)cc2)CC1 returned MCL1 BIM primary -1, GRK2 aptamer HTS 0, Fam108B counter -6, GLD-1 TGE inh 1, BCLXL inh 0, MEX-5 binding -0.8, PME-1 inh 2, Efflux pump inh 0.1 and VLA-4 inh 1.
For O=C(c1cc(-c2cccc3ccccc23)nc2ccccc12)N1CCN(CCO)CC1 the results were GRK2 aptamer HTS 0, GLD-1 TGE inh 3, Efflux pump inh -0.2 and VLA-4 inh -23.
COc1ccc(CCN=C(N)NS(=O)(=O)c2ccc(F)cc2)cc1 was read as MCL1 BIM primary 7, GRK2 aptamer HTS 0, Fam108B counter -4, GLD-1 TGE inh 2, BCLXL inh 3, MEX-5 binding -2.6, PME-1 inh 1, Efflux pump inh -0.3 and VLA-4 inh 0.
Screening Brc1cc2c(cc1-c1nc3ccccc3s1)OCO2 returned MCL1 BIM primary 3, GRK2 aptamer HTS 3, Fam108B counter -1, GLD-1 TGE inh 4, BCLXL inh -1, MEX-5 binding 1.1, PME-1 inh 0, Efflux pump inh 0.0 and VLA-4 inh 5.
CCOc1ccc(NC(=O)CN(C)C(=O)CCc2ccccc2Cl)cc1OCC was read as MCL1 BIM primary 0, GRK2 aptamer HTS 0, Fam108B counter 1, GLD-1 TGE inh 12, BCLXL inh 5, MEX-5 binding 1.8, PME-1 inh 2, Efflux pump inh 0.0 and VLA-4 inh -6.
CCOc1ccc(OCC(=O)OC(C)C(=O)Nc2ccc(Cl)cn2)cc1 (stereo not given) was read as MCL1 BIM primary -2, GRK2 aptamer HTS 1, Fam108B counter 1, GLD-1 TGE inh -6, BCLXL inh -2, MEX-5 binding -1.6, PME-1 inh -8, Efflux pump inh 0.1 and VLA-4 inh 1.
`COCCn1c(SCc2nc3sc(C(=O)OC)c(C)c3c(=O)[nH]2)nc2ccccc21` gave MCL1 BIM primary -45, GRK2 aptamer HTS 1, Fam108B counter -2, GLD-1 TGE inh -20, BCLXL inh -31, MEX-5 binding -0.6, PME-1 inh 2, Efflux pump inh 0.4 and VLA-4 inh -4.
For Cc1ccc(N2CN=c3s/c(=C\c4cccnc4)c(=O)n3C2)cc1 the results were MCL1 BIM primary 11, GRK2 aptamer HTS 5, Fam108B counter -4, GLD-1 TGE inh 4, BCLXL inh 5, MEX-5 binding -0.5, PME-1 inh -5, Efflux pump inh 0.0 and VLA-4 inh -1.
For C/C=C/n1ccnc1CC(O)(c1ccccc1)c1ccc(C)cc1 (stereo not given) the results were MCL1 BIM primary -4, GRK2 aptamer HTS 1, Fam108B counter 0, GLD-1 TGE inh 4, BCLXL inh 1, MEX-5 binding -2.3, PME-1 inh -1, Efflux pump inh -0.1 and VLA-4 inh -3.
For Cc1ccc2c(c1)NC(=O)C(CC(=O)NC1CCCCC1C)O2 (stereo not given) the results were MCL1 BIM primary -4, GRK2 aptamer HTS 1, Fam108B counter -4, GLD-1 TGE inh 5, BCLXL inh 0, MEX-5 binding -0.8, PME-1 inh -3, Efflux pump inh 0.1 and VLA-4 inh 14.
Cc1ccc2c(c1)N(CCCC(=O)NCCCN1CCCC1=O)C(=O)CO2 was read as MCL1 BIM primary 0, GRK2 aptamer HTS 0, Fam108B counter 1, GLD-1 TGE inh 3, BCLXL inh 0, MEX-5 binding 1.4, PME-1 inh 0, Efflux pump inh -0.1 and VLA-4 inh 40.
CC(C)c1nc2sc3c(=O)[nH]cnc3c2c2c1CCCC2 was read as MCL1 BIM primary 8, GRK2 aptamer HTS 1, Fam108B counter -4, GLD-1 TGE inh -3, BCLXL inh 4, MEX-5 binding -1.8, PME-1 inh -10, Efflux pump inh 0.6 and VLA-4 inh -9.
For Cc1nc2ccccc2n1CC(O)COCC1CC=CCC1 (stereo not given) the results were MCL1 BIM primary -6, GRK2 aptamer HTS 0, Fam108B counter 5, GLD-1 TGE inh -6, BCLXL inh -5, MEX-5 binding 0.6, PME-1 inh 3, Efflux pump inh -0.1 and VLA-4 inh 13.
`Cc1ccc(S(=O)(=O)N2[C@@H](c3cccc(Cl)c3)C(C(=O)O)=CC[C@H]2c2ccc(Cl)c(Cl)c2)cc1` gave MCL1 BIM primary 16, GRK2 aptamer HTS 1, Fam108B counter -11, GLD-1 TGE inh 9, BCLXL inh 12, PME-1 inh -11, Efflux pump inh 0.1 and VLA-4 inh -6.
Cc1ccsc1C1C(C#N)=C(N)N(N(C)C)C2=C1C(=O)CCC2 (stereo not given) was read as MCL1 BIM primary 4, GRK2 aptamer HTS 1, Fam108B counter 2, GLD-1 TGE inh 9, BCLXL inh 2, MEX-5 binding -2.1, PME-1 inh 7, Efflux pump inh 0.1 and VLA-4 inh 9.
CCc1ccc(C(=O)COC(=O)c2ccc(-c3nnc(-c4ccccc4)o3)cc2)cc1 was read as MCL1 BIM primary 8, GRK2 aptamer HTS 0, Fam108B counter 3, GLD-1 TGE inh -7, BCLXL inh 2, MEX-5 binding -0.3, PME-1 inh 8, Efflux pump inh 0.0 and VLA-4 inh 15.
For CC(C)n1cnnc1SCC(=O)Nc1ccc(Br)cc1F the results were MCL1 BIM primary 2, GRK2 aptamer HTS 0, Fam108B counter -2, GLD-1 TGE inh 0, BCLXL inh 3, MEX-5 binding -0.6, PME-1 inh -8, Efflux pump inh 0.2 and VLA-4 inh 7.
`O=C(NC1CCCCC1)C1CCCN1C(=O)Nc1ccccc1` (stereo not given) gave MCL1 BIM primary 1, GRK2 aptamer HTS 0, Fam108B counter 1, GLD-1 TGE inh 7, BCLXL inh 1, MEX-5 binding -1.0, PME-1 inh -6, Efflux pump inh -0.1 and VLA-4 inh -7.

The list is partial; rates above refer to the full screens.
